Mcl1 Noxa PPI: Mcl-1/Noxa interaction inhibition; AID 1022; 220,000 compounds, 1.5% hits; inhibition, % at 21.7 µM; TR-FRET Mcl-1/Noxa peptide binding, 2 h;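 active = compounds that cut the protein-peptide binding signal by more than 50% relative to plate controls in a single-dose test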;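 note: His-tagged Mcl-1 with rhodamine Noxa BH3 peptide and terbium anti-His antibody; 0% = Mcl-1 plus Noxa peptide wells and 100% = peptide-only wells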
Target sequence (Q07820 whole entry, looked up): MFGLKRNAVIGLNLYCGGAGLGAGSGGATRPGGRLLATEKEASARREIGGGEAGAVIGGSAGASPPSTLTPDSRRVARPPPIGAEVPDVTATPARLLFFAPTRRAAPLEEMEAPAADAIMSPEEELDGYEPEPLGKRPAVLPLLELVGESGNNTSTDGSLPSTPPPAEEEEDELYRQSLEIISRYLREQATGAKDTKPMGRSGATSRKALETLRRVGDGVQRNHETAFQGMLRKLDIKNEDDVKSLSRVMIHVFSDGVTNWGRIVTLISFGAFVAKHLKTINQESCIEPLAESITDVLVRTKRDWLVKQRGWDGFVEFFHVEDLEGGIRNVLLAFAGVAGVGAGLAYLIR
Cdc42 wt: changes GTP binding to wildtype human Cdc42. P60953. GST-Cdc42 beads, Bodipy-GTP binding, flow cytometry; actives lie on both sides. percent activity (GTP binding), % at 10 µM. 190,000 compounds, 0.2% hits. AID 761;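 active = percent activity GTP binding at least 20 points away from the 100% baseline, either down as inhibitor or up as activator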;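 note: median bead fluorescence of bound Bodipy-FL-GTP at 100 nM; 0% = excess unlabeled GTP control and 100% = no compound control; below 100% means less GTP binding so inhibitor and above means activator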
Target sequence (P60953 whole entry, looked up): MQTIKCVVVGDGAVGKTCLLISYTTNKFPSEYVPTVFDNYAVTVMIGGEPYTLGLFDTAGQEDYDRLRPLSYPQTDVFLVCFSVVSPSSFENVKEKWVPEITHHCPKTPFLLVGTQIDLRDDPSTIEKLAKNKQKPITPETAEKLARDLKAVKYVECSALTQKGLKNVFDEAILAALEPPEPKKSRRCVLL
Rab7 wt GTP bind: alters GTP binding to wildtype dog Rab7 | GST-Rab7 beads, fluorescent GTP binding, flow cytometry; actives lie on both sides; untreated = 100%, excess cold GTP = 0% | 190,000 compounds, 0.055% hits | GTP binding activity (percent of control), % at 10 µM;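 active = fluorescent GTP binding to Rab7 beads changed by at least 20 points from the 100% baseline, either direction, mostly lower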;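 note: median green fluorescence of bound Bodipy-FL-GTP per Rab7 bead population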
Mcl-1 Bim block: human Bim-Mcl-1 interaction inhibition; Bead-based flow cytometry, Bim peptide-Mcl-1 binding; inhibition, % at 10 µM; AID 1009; Q07820; 190,000 compounds, 0.1% hits; in the data active = inhibition above about 40%;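 note: 0% = no compound tracer wells and 100% = peptide blocker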
Rab2A wt mod: changes GTP binding to wildtype dog Rab2A, up or down. 190,000 compounds, 0.19% hits. GST-Rab2 wt beads, Bodipy-GTP binding, flow cytometry. GTP binding activity, % at 10 µM. AID 760;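 active = GTP binding activity at least 20 points away from 100%, either lowered or raised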;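 note: 0% = beads with excess unlabeled GTP and 100% = no-compound control corrected for plate trend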
Rac1 wt GTP bind: modulators of human Rac1 wildtype GTP binding; GTP binding activity (% of control), % at 10 µM; 190,000 compounds, 0.27% hits; AID 757; GST-Rac1 beads, fluorescent GTP binding, flow cytometry; actives lie on both sides; 0 = cold GTP competed, 100 = untreated;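 active = GTP binding activity at least 20 points away from the 100% control level, either lower or higher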
Pf gamet viab: inhibitors of late stage P. falciparum gametocyte viability. inhibition, % at 10.9 µM. P. falciparum stage V gametocytes, ATP luminescence, 24 h. 150,000 compounds, 0.065% hits;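 active = inhibition above the mean plus 3 SD of compounds within the control limits, set per campaign, cut at about 38% in these data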;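 note: 0% = DMSO wells and 100% = medium only without gametocytes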
Avidin fluor: avidin bead compound fluorescence profile; Avidin beads, compound fluorescence 488/530 nm, flow cytometry; stronger effect = higher value; fluorescence (KMESF) at 10 µM; 220,000 compounds, 0.38% hits; AID 1775; in the data active = fluorescence above about 47; note: inactives centre near 10
Rac1 mut GTP: human Rac1 activated mutant GTP binding change; P63000; GST-Rac1 activated beads, fluorescent GTP binding, flow cytometry; actives lie on both sides; 100% means binding = to untreated wells; percent activity (GTP binding), % at 10 µM; 190,000 compounds, 0.11% hits; AID 764;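 active = GTP binding at least 20 percentage points away from the 100% baseline, in either direction, so actives lie on both sides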
Mcl1-Bid inh: Mcl-1/Bid interaction inhibition; Q07820; TR-FRET Mcl-1/Bid-Dy647 peptide binding, 1536-well; inhibition, % at 21.7 µM; 220,000 compounds, 0.97% hits; AID 1021;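 active = compounds that cut the binding signal by more than half at the single screening dose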;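 note: His-tagged Mcl-1 with europium anti-His antibody binding Bid BH3 peptide; 0% = Mcl-1 plus peptide wells and 100% = peptide-only wells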
HRas wt GTP: human HRas wildtype GTP binding, change in either direction; GTP binding activity, % at 10 µM; 190,000 compounds, 0.14% hits; GST-Ras wt beads, Bodipy-FL-GTP binding, flow cytometry; actives lie on both sides;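 active = GTP binding activity at least 20% away from the 100% baseline, either lowered as inhibitor or raised as activator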;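 note: 0% = unlabeled GTP competition control and 100% = no-compound control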
Target sequence (P01112 whole entry, looked up): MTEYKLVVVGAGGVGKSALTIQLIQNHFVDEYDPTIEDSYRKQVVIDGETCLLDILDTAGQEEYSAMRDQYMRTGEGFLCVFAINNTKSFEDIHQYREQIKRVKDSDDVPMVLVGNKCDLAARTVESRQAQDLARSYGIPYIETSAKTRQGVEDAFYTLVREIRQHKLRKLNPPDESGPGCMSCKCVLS
* marks the source's active call; other numbers are inactive results; / = no result given.

Structure	Cdc42 wt	Mcl1-Bid inh	Avidin fluor	Rab7 wt GTP bind	Rac1 mut GTP	HRas wt GTP	Mcl-1 Bim block	Mcl1 Noxa PPI	Rab2A wt mod	Pf gamet viab	Rac1 wt GTP bind
Cc1cccc(N2C(N)=C(C#N)C(C#N)(C#N)C2c2ccccc2)c1 (centres undefined)	90	-22	11	93	88	90	-1	-1	88	-3	87
Cn1cnnc1SCC(=O)NC(=O)NC1CCCC1	99	-15	5	98	97	98	-1	3	98	/	97
O=C(NCCCN1CCCC1=O)c1ccc2c(c1)ncn2C1CCCCC1	98	-2	6	98	101	99	-4	21	99	/	101
O=C(NNS(=O)(=O)c1ccc(F)c(Cl)c1)c1cccc(S(=O)(=O)N2CCOCC2)c1	101	-27	8	101	99	100	-3	19	99	-27	105
CCN(CC)c1ccc(/C=N/OC(C)C(=O)Nc2ccc(C)cc2)cc1 (centres undefined)	99	-41	17	100	98	100	-4	6	97	/	102
COc1ccc(N(C(=O)/C=C/c2ccc(OC)c(OC)c2)C2=CC3CCC(C2)N3C)cc1 (centres undefined)	98	-15	22	101	98	98	1	4	100	16	100
Cc1cc(C(=O)CSc2nnnn2-c2ccccc2)c(C)n1-c1ccc2c(c1)OCO2	98	-29	10	100	100	98	0	4	100	-20	100
CN1CCN(NC(=O)c2cccc(S(=O)(=O)N3CCCCCC3)c2)CC1	97	-25	7	108	96	100	0	-10	102	-15	99
O=C(CNC(=O)C1CCCCC1)Nc1cc(Cl)cc(Cl)c1	103	-5	46	98	99	99	3	-3	99	/	105
Cc1ccc(-c2ccc(SCC(=O)NCC3CCCO3)nn2)cc1 (centres undefined)	97	-10	7	94	96	96	2	-4	96	/	97
Nc1c([N+](=O)[O-])cnnc1-c1ccccc1	100	-16	3	101	102	101	-4	0	101	-3	102
c1cnn(-c2nc(N3CCOCC3)nc(N3CCOCC3)n2)c1	87	-17	12	89	86	89	-3	-4	88	6	88
COc1ccc(/C=N/NC(=O)C(=O)Nc2ccccn2)cc1OC	101	-13	11	106	98	101	-5	-2	102	/	106
O=C(NCCCO)/C(=C/c1ccco1)NC(=O)c1ccc(Br)o1	98	-65	3	101	99	100	-9	2	96	/	99
c1ccc(OCc2nc3c4c(ncn3n2)-c2ccccc2CC42CCCC2)cc1	106	-7	12	103	101	102	-3	-3	103	9	107

More compounds
Structure	Cdc42 wt	Mcl1-Bid inh	Avidin fluor	Rab7 wt GTP bind	Rac1 mut GTP	HRas wt GTP	Mcl-1 Bim block	Mcl1 Noxa PPI	Rab2A wt mod	Pf gamet viab	Rac1 wt GTP bind
CON/C=C(\C=Nc1ccc(F)cc1)c1ncc(C(F)(F)F)cc1Cl	96	-30	13	100	92	98	0	-5	96	-20	96
COc1cc2c(cc1C=O)OC(C)C2 (centres undefined)	98	5	10	100	98	101	2	-22	99	5	99
COc1ccc(/C=N/NC(=O)c2ccc3c(c2)OCCO3)cc1[N+](=O)[O-]	99	-1	6	99	97	100	-7	9	100	/	102
CC(NC(=O)c1ccc(NS(C)(=O)=O)cc1)c1ccccc1 (centres undefined)	95	1	4	97	95	96	-6	10	95	/	94
Cc1ccc(C(C(=O)NCc2ccco2)N(C(=O)CNC(=O)c2cccs2)c2c(C)cc(C)cc2C)cc1 (centres undefined)	101	6	2	98	101	99	-4	10	101	1	104
O=C(NCc1ccccn1)c1cnc2sccn2c1=O	97	4	6	96	100	97	-2	25	97	/	99
Cc1ccc(C(=O)Nc2ncc3c(Cl)cccc3n2)cc1	99	-2	34	95	97	99	1	15	96	16	96
Cc1oc(CC(C)C)cc1C(=O)NCCCC(=O)O	94	-23	28	94	93	94	0	1	95	/	97
O=C(CSc1nnc(NC(=O)C2CCC2)s1)Nc1ccc(N2CCOCC2)cc1	102	-2	5	102	98	101	-4	18	100	0	103
COc1ccc(N2CC(O)=C(c3nc4ccccc4s3)C2=N)cc1	109	-23	13	99	106	104	0	-3	103	3	112
CC(C)C(=O)NC(c1ccco1)c1c(O)ccc2ccccc12 (centres undefined)	96	-6	9	95	96	97	1	/	95	-4	93
CCc1nnc(NC(=O)C2CCN(c3nc(C)cc(C)n3)CC2)s1	102	10	33	97	99	101	1	15	100	1	104
O=C(NC1CC1)c1c[nH]c2ccc(S(=O)(=O)Nc3cccc(C(F)(F)F)c3)cc2c1=O	96	23	20	95	95	96	0	31	95	/	92
O=C(NCCC1=CCCCC1)C1CCN(S(=O)(=O)c2cnc[nH]2)CC1	105	-27	7	103	100	104	0	9	102	/	111
CNC(=O)COc1ncnc2sccc12	95	1	15	94	95	96	-2	-3	95	-1	97

Other structures follow.
Structure	Cdc42 wt	Mcl1-Bid inh	Avidin fluor	Rab7 wt GTP bind	Rac1 mut GTP	HRas wt GTP	Mcl-1 Bim block	Mcl1 Noxa PPI	Rab2A wt mod	Pf gamet viab	Rac1 wt GTP bind
Cc1cc(C)c(C)c(OCC(=O)NCc2nc(-c3ccccc3)no2)c1	102	-20	11	99	96	104	-4	2	99	-25	106
CCn1c(Cc2ccccc2)nnc1SCC(=O)Nc1ccc(N)cc1	109	-60	8	102	104	104	3	10	102	/	107
CC(=O)N/C(=C/c1ccccc1)C(=O)NCCO	98	-9	11	94	91	96	-1	/	93	/	93
N=c1c2c(-c3ccccc3)c(-c3ccccc3)n(Cc3ccco3)c2ncn1CCCN1CCOCC1	99	-2	9	104	100	100	-2	19	101	-1	101
CC(/C=N/NC(=O)c1cc(-c2ccccc2)nc2ccccc12)=C\c1ccco1	102	-8	11	98	101	100	0	10	101	/	103
O=C(CCSCCC(=O)NCc1ccco1)NCc1ccco1	102	-12	10	99	100	101	-4	54*	99	/	102
CCC(OC(=O)c1cccs1)C(=O)NCc1ccc(C)cc1 (centres undefined)	100	11	6	97	97	97	-1	15	97	22	97
COc1ccccc1NC(=O)N1CCN(c2ccccc2F)CC1	100	-30	6	98	94	98	0	1	98	-9	98
Cc1cccc(-c2nc3c(c(SCC(=O)N4CCOCC4)n2)CCCC3)c1	97	-3	4	104	98	101	-4	2	98	/	103
COc1ccc2c(c1)NC1(O)c3ccccc3C(=O)C21O (centres undefined)	98	-30	4	97	94	97	-2	4	96	/	100
O=C(O)c1cnc(-c2ccccc2)nc1Oc1ccc(Cl)cc1	92	-18	10	91	91	92	0	6	91	-10	92
COc1ccc(-c2nn(-c3ccccc3)cc2/C=C/C(=O)N2CCOCC2)cc1OC	98	-13	9	98	95	98	-1	10	99	8	97
COc1ccc(Br)cc1-c1noc(-c2ccncc2)n1	105	-30	12	99	102	107	-1	-10	107	/	102
Cc1cccc(-c2nnc(NC(=O)c3cccs3)s2)c1	97	8	6	100	97	99	-2	-2	98	/	100
COC(=O)C1CCN(C(=O)COC(=O)c2ccc(OC)c(S(=O)(=O)N3CCCc4ccccc43)c2)CC1	93	-29	9	88	93	90	-1	-1	90	8	88

Remaining list, next part
Structure	Cdc42 wt	Mcl1-Bid inh	Avidin fluor	Rab7 wt GTP bind	Rac1 mut GTP	HRas wt GTP	Mcl-1 Bim block	Mcl1 Noxa PPI	Rab2A wt mod	Pf gamet viab	Rac1 wt GTP bind
Cc1ccccc1SCC(=O)NC1CCOC1=O (centres undefined)	101	-21	13	100	99	100	-1	20	99	-5	101
Cc1cccc(-n2c(C)cc(/C=N/O)c2C)c1	94	-31	15	93	96	95	-4	9	92	-31	95
O=C(CN1CCN(Cc2ccccc2)CC1)Nc1cccc(S(=O)(=O)N2CCCCCC2)c1	92	-29	9	103	91	94	-3	9	94	4	91
CCCC(C)C(=O)Nc1ccc(C(N)=O)cc1 (centres undefined)	103	-16	16	100	102	101	-3	-11	103	-4	104
C=CCn1cc(C(=O)OC)c(=O)c2cc(S(=O)(=O)N3CCCCCC3)ccc21	97	36	13	101	98	96	0	13	97	-5	99
O=C1CC(=O)C(n2cncn2)C(c2ccc(Cl)cc2Cl)C1 (centres undefined)	101	-22	35	98	99	102	-2	11	100	/	99
C=CCNC(=S)Nc1sc2c(c1C(=O)OCC)CCN(C(=O)OCC)C2	98	-30	7	100	99	99	0	-2	99	/	100
COc1ccc(N2CC(O)=C(c3nc(-c4ccc(Cl)cc4)cs3)C2=N)cc1	94	1	13	95	96	93	1	33	95	-15	96
O=[N+]([O-])c1ccc2nc(SCc3cn4ccccc4n3)[nH]c2c1	97	-55	9	98	94	93	-5	-4	96	2	95
C[C@H](NC(=O)OC(C)(C)C)c1nnc(SCC(=O)Nc2ccc(Br)cc2)o1	99	-3	7	98	100	100	15	1	100	2	107
CCO[C@H]1OC(C(=O)NC2CC2)=C[C@@H](C)[C@@H]1CCCO	98	-4	5	101	97	98	2	0	99	3	100
CCOC(=O)c1c(NC(=O)CSc2nc3c(c(=O)n(C)c(=O)n3C)n2C(C)C)sc(C)c1C	103	-5	14	98	99	103	-2	-2	101	/	106
CCC1CCc2c(sc(NC(=O)c3ccco3)c2C(N)=O)C1 (centres undefined)	96	-11	4	101	97	98	-4	21	99	-7	98
COc1ccc(CCCC(=O)N/N=C/c2cccc(OC)c2O)cc1C	97	-30	18	98	101	101	-3	-16	101	-7	101
Cc1c(NS(=O)(=O)c2ccc(N(C)C3CCCCC3)c([N+](=O)[O-])c2)c(=O)n(-c2ccccc2)n1C	92	-2	8	92	95	94	19	20	95	/	95

Continuation.
Structure	Cdc42 wt	Mcl1-Bid inh	Avidin fluor	Rab7 wt GTP bind	Rac1 mut GTP	HRas wt GTP	Mcl-1 Bim block	Mcl1 Noxa PPI	Rab2A wt mod	Pf gamet viab	Rac1 wt GTP bind
O=C(O)CN1C(=O)/C(=C/c2ccc(SCc3ccccc3)o2)SC1=S	92	2	7	83	89	90	2	-18	90	-2	91
COc1ccc(NC(=S)N(CCCN2CCOCC2)C(C)c2cc3cccc(OC)c3o2)cc1 (centres undefined)	98	-27	16	102	95	93	-4	5	97	-11	99
CC(=O)Nc1ccc(C2NC(=S)N(c3ccccc3C(F)(F)F)C(C)=C2C(=O)N2CCOCC2)cc1 (centres undefined)	90	-18	7	99	99	93	0	35	92	-11	100
Cc1cc(/C=N/NC(=O)c2nn(C)cc2Cl)c(C)n1-c1cccc(Br)c1	97	-14	4	105	99	100	-6	2	99	-11	103
Nc1nonc1-n1nnc(C(=O)c2ccccc2)c1-c1ccccc1	98	-7	10	98	98	98	1	2	99	11	103
CC1(C)NC(C)(C)c2nonc2/C1=N\O	107	-24	12	107	100	106	3	-12	103	/	105
O=C(c1ccccc1)N1N=C(c2ccccc2)CC1c1ccccc1O (centres undefined)	95	2	9	108	92	98	0	5	102	-2	101
CCN1C/C(=C\c2cccc(C)c2)c2nc3ccccc3c(C(=O)O)c2C1	99	18	10	91	93	95	-4	/	94	/	92
O=C(CC1Oc2ccccc2NC1=O)NC1CC1 (centres undefined)	99	-8	6	103	98	100	-1	-2	101	/	100
CC(Oc1ccccc1)C(=O)Nc1cccc(F)c1 (centres undefined)	104	8	37	99	101	103	-4	-4	103	9	101
CC(=O)NC(=S)Nc1cccc([N+](=O)[O-])c1	101	-60	6	107	96	100	-2	2	99	-7	99

From PubChem

Compounds were not picked by outcome; about 2.7% have a hit in one of these screens.
